Screens: PubChem, National Center for Advancing Translational Sciences (NCATS)
SW480 rereplic: inducers of DNA re-replication in SW480 colon cancer cells; SW480 DNA re-replication, Hoechst DNA content imaging, 48 h; Potency, µM (titrated, usually from 46.1 µM), for inactives: at the top dose re-replication activation, most hits filed as activators; 1.8% of 340,000 active; further: potency means the concentration at half of the fitted maximal effect; % of control where 0% means no effect; nearly all actives have a fitted effect of over 55% in size
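First, 250 cells per well were seeded. Next, compound or vehicle (23 nL) was pinned in, plates sat 48 hr at 37 C. Finally Hoechst was added for 40 min before fluorescence scanning.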
HT1080 IDH1KD tx: kills HT-1080 cells with IDH1 knockdown; AID 686971; Potency, µM (titrated, usually from 46.1 µM), inactives show at the highest dose activity, negative = toxicity, usual class: cytotoxic; HT-1080 IDH1 knockdown viability, ATP luminescence, 48 h; 2% of 360,000 active;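 further: potency means the concentration at half of the fitted maximal effect; 0% = DMSO wells and -100% = cell-free medium wells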
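HT-1080-IDH1KD cells (IDH1 knocked down), 750/well in RPMI with 5% FBS, treated with compound 48 h at 37 degrees C. Viability by CellTiter-Glo luminescence, normalised to DMSO and no-cell wells; concentration-response curves classed.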
DRD3 antagonist: antagonists of human D3 dopamine receptor; 2.5% of 360,000 active; D3R cells, DiscoveRx beta-arrestin luminescence, antagonist mode; active compounds read low; max response, negative = inhibition, %; P35462; in the data active means max response below about -50%; inconclusive means no clear call, values can overlap the other calls; further: on the % scale 0 is the no-effect control and ±100 the full control effect; mostly tested at two doses, the higher about 12 µM
Target sequence (P35462 whole entry, looked up): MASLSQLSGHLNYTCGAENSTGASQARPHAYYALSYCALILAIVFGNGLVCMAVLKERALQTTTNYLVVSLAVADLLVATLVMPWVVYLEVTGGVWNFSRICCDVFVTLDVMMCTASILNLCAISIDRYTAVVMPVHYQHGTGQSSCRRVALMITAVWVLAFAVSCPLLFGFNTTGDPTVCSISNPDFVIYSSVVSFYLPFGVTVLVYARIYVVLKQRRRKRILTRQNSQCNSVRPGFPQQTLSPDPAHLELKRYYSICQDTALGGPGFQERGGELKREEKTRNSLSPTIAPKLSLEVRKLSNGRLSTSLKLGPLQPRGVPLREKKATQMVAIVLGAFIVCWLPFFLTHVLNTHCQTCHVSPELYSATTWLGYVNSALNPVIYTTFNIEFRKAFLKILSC
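Cells plated overnight at 1500 cells/well, then exposed to library compounds with dopamine controls for 90 minutes at 37 degrees C. DiscoveRx reagent added for 30–60 minutes at room temperature; luminescence read, quantitative HTS format.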
KB-V1 cytotox: kills drug-selected multidrug resistant KB-V1 cells; KB-V1 MDR cells viability, CellTiter-Glo, 72 h; AID 1347076; Potency, µM (doses to about 46.1 µM), for inactives: at the highest dose activity change, negative = cytotoxicity, most hits filed as cytotoxic; 3.4% of 400,000 active; further: potency means the concentration at half of the fitted maximal effect; on the % scale 0 is the no-effect control and ±100 the full control effect; nearly all actives have a fitted effect of over 60% in size
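Cells of the MDR subline KB-V1 are plated, dosed with compound at multiple concentrations, and incubated 72 h at 37 degrees C; CellTiter-Glo is then added and luminescence read after 10 min.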
D3 ag: activates the human D3 dopamine receptor; max activation, %; 0.58% of 410,000 active; D3R DiscoveRx beta-arrestin cells, luminescence, 90 min; in the data active means max activation above about 30%; further: 0% is about no effect; mostly tested at two doses, the higher about 12 µM
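Agonist mode: compounds and dopamine controls were applied to plated cells for 90 min at 37 degrees C after an overnight attachment at 1500 cells/well. Luminescent read-out followed 30 - 60 minutes at room temperature with DiscoveRx detection reagent.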
IL-1B inflam inh: inflammasome signaling inhibition, IL-1 beta readout; THP-1 LPS/ATP IL-1B secretion, AlphaLISA, 16 h; active compounds read low; activity change, % at 57.5 µM; 4.7% of 360,000 active; AID 743279; in the data active means activity change below about -50%; inconclusive means mostly about -30% to -49%; further: on the % scale 0 is the no-effect control and ±100 the full control effect
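Secreted IL-1B measured by AlphaLISA bead assay after 16 h compound exposure of THP-1 cells; compounds (final up to 57.5 uM) added 1 h before LPS (250 ng/mL) and ATP (1.25 mM) stimulation; lower signal means less secretion.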
KB-3-1 cytotox: KB-3-1 parental cell cytotoxicity. KB-3-1 viability, CellTiter-Glo ATP luminescence, 72 h. Potency, µM (titrated, usually from 46.1 µM), inactives show at the top dose activity change, negative = cytotoxic, usual class: cytotoxic. 1.4% of 400,000 active; further: potency means the concentration at half of the fitted maximal effect; on the % scale 0 is the no-effect control and ±100 the full control effect; nearly all actives have a fitted effect of over 60% in size
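Cytotoxicity measured as CellTiter-Glo luminescence after 72 h at 37 C. Compound titrations were pinned onto drug-naive KB-3-1 parental adenocarcinoma cells grown in DMEM with 10% FBS, and normalized data fitted to concentration-response curves.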
HT1080-NT tox: kills 2HG-producing HT-1080-NT fibrosarcoma cells. HT-1080-NT fibrosarcoma viability, CellTiter-Glo ATP luminescence, 48 h. Potency, µM (doses to about 46.1 µM), for the others: at the top dose activity, negative = less viability, hits mostly cytotoxic. 1.6% of 360,000 active;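 further: NT is the 2HG producing partner of a matched IDH1 knockdown line; potency means the concentration at half of the fitted maximal effect; 0% = DMSO-treated cells and -100% = media-only wells without cells; nearly all actives have a fitted effect of over 55% in size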
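Read-out is CellTiter-Glo luminescence after 10 minutes at room temperature, following 48 hours' compound treatment of HT-1080-NT cells (750 cells/well, RPMI, 5% FBS, 37 degrees C).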
GLP-1R agonist: agonists of human GLP-1 receptor; AID 624172; 0.007% of 380,000 active; P43220; Potency, µM (top dose mostly 45.6 µM), for the others: top-dose activation, actives largely listed as activators; HEK293 GLP-1R CRE-luciferase, luminescence, 4-6 h; cells express a hypersensitive GLP-1R form; further: potency means the concentration at half of the fitted maximal effect; % of control where 0% means no effect
Target sequence (P43220 whole entry, looked up): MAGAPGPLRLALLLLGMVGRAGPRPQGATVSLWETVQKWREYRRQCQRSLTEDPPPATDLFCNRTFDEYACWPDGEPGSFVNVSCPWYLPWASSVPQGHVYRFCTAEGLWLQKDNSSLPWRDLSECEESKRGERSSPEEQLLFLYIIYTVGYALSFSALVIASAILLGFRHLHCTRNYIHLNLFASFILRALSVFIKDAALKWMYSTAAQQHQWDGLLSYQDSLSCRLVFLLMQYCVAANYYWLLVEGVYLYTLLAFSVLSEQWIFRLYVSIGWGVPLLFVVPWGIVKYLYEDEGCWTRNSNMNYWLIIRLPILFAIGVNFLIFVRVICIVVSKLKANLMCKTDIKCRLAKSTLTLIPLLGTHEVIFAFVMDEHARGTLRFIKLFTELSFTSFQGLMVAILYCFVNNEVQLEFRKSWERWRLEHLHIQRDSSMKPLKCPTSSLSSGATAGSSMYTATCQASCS
* marks the source's active call; other numbers are inactive results; ? = inconclusive; / = no result given; [ ] = another dose, or the depositor's remark. Unless noted, the call rests on the fitted dose curve; in most records, active means well fitted curve in the direction sought with a large enough effect; inconclusive means small, poorly fitted or top-dose-only effect, or another doubt; inactive means no such curve, though single readings can be large; an effect the other way counts as inactive or inconclusive.

SMILES	SW480 rereplic	HT1080 IDH1KD tx	DRD3 antagonist	KB-V1 cytotox	D3 ag	IL-1B inflam inh	KB-3-1 cytotox	HT1080-NT tox	GLP-1R agonist
CCCNC(=O)c1cc(C2CCCN(C(=O)c3cc(C(C)(C)C)nn3C)C2)on1 (stereo not drawn)	/	2%	-7	-7%	-6	19	0%	5%	-6%
O=C1c2ccccc2C(=O)c2cc(N3CCCCC3)ccc21	11%	0%	0	-26%	13	-15	?	-8%	0%
CC(Sc1nnc(C2CC2)n1C1CC1)C(=O)N(C)C1(C#N)CCCCC1 (stereo not drawn)	?	4%	15	18%	3	9	8%	5%	9%
COc1cccc(C(C(=O)NC2CCCCC2)N(C(=O)c2cccs2)c2ccc3c(c2)OCO3)c1 (stereo not drawn)	?	?	-21	-23%	2	?	-4%	-27%	-4%
Cc1ccc(C2(C)NC(=O)N(Cc3c(C)noc3C)C2=O)cc1 (stereo not drawn)	0%	5%	14	-4%	-2	3	20%	14%	-5%
O=C(Cc1c(C(=O)O)[nH]c2ccc(Cl)cc12)Nc1ccc2c(c1)OCCO2	-4%	21%	12	-2%	3	11	1%	0%	-4%
COCCn1c(=NC(=O)C(C)(C)C)sc2cc([N+](=O)[O-])ccc21	-1%	14%	-1	1%	-2	-3	-11%	11%	14%
Cc1ccc(C(=O)Cn2cncn2)cc1	-7%	5%	18	0%	8	21	13%	4%	0%
O=C(NC1CCCc2ccccc21)C1CCN(S(=O)(=O)c2cccc3nonc23)CC1 (stereo not drawn)	-8%	5%[9.24 µM]	-7	-23%	2	0	19%	-5%	-20%
CCc1ccc(-c2nc(CS(=O)CC(=O)NC3CCCCCC3)c(C)o2)cc1 (stereo not drawn)	-1%	-6%	-15	-5%	-14	7	-15%	-11%	11%
CCCNC(=O)c1cc(C2CCCN(C(=O)c3ccccc3)C2)on1 (stereo not drawn)	/	5%	14	-14%	-2	20	0%	16%	0%
C[C@H](CO)N1C[C@H](C)[C@H](CN(C)C(=O)Nc2cccc(Oc3ccccn3)c2)OCc2cnnn2CCCC1=O	/	12%	21	4%	-11	8	0%	12%	5%

Compound profiles (already shown). Order of screens: SW480 rereplic | HT1080 IDH1KD tx | DRD3 antagonist | KB-V1 cytotox | D3 ag | IL-1B inflam inh | KB-3-1 cytotox | HT1080-NT tox | GLP-1R agonist
Cc1ccc(C(=O)Cn2cncn2)cc1 is entered as -7% | 5% | 18 | 0% | 8 | 21 | 13% | 4% | 0%
CCCNC(=O)c1cc(C2CCCN(C(=O)c3ccccc3)C2)on1 (stereo not drawn) is entered as / | 5% | 14 | -14% | -2 | 20 | 0% | 16% | 0%

(more compounds)
SMILES	SW480 rereplic	HT1080 IDH1KD tx	DRD3 antagonist	KB-V1 cytotox	D3 ag	IL-1B inflam inh	KB-3-1 cytotox	HT1080-NT tox	GLP-1R agonist
O=C(Cn1cc(S(=O)(=O)Cc2ccccc2)c2ccccc21)Nc1ccccc1	-2%	0%	-2	18µM*	-5	8	-21%	-17%	-8%
Cc1ccc(S(=O)(=O)Nc2ccccc2O)cc1	/	8%	1	-12%	7	-8	3%	-1%	/
Cc1ccc(Cl)c2c1NC(=O)C2=O	-6%	0%	0	6%	-51	12	?	-6%	6%
Cc1cccc2c1ncc1c(=O)n(-c3ccccc3)[nH]c12	1%	12%	-13	-8%	0	20	5%	3%	12%
NS(=O)(=O)c1ccc(NC(=S)N2CCN(Cc3ccc4c(c3)OCO4)CC2)cc1	-56%[inhibitor]	-5%	7	7%	2	13	-17%	2%	-2%
Cc1ccsc1C(=O)N(C)CC(=O)N(CC(C)C)c1c(N)n(CC(C)C)c(=O)[nH]c1=O	5%	-3%	-13	?	-21	5	-3%	-8%	8%
Cc1ccccc1C(=O)Nc1ccc(N(C)C)c2ccccc12	2%	-4%	-6	1%	-8	-12	11%	-8%	5%
Cc1cccc(NC(=O)C2=C(O)c3ccccc3N(C)S2(=O)=O)c1	-4%	2%	?	?	2	34	?	-4%	0%
COc1ccc(OC)c(C2C(C(=O)O)c3ccccc3C(=O)N2C)c1 (stereo not drawn)	-10%	14%	11	24%	1	7	1%	18%	-3%
COc1ccccc1NC(=O)COC(=O)C1CCN(/C=C/C(=O)C(F)(F)F)CC1	?	11%	-4	-2%	1	?	18%	13%	-4%
CC(=O)c1sc(NC(=O)C2COc3ccccc3O2)nc1C (stereo not drawn)	-5%	9%	-18	12%	1	-23	6%	20%	-7%
COc1ccc(-c2noc(CCC(=O)NC3CCCCC3)n2)cc1OC	-6%	4%	2	-20%	-4	0	-2%	-1%	4%
CCc1ccc(S(=O)(=O)Nc2cccc(C3OCCCO3)c2)cc1	-13%	-3%	0	-14%	3	15	-14%	-9%	9%
COc1ccc(/C=C/C(=O)OCC(=O)N2CCN(S(=O)(=O)c3ccc(C)cc3C)CC2)cc1OC	-2%	3%	28	4%	5	1	14%	-1%	2%
COc1ccc(OC)c(C(=O)NC(CC(N)=O)c2ccc(NCCN3CCOCC3)c([N+](=O)[O-])c2)c1 (stereo not drawn)	?	-3%	-6	0%	-28	-19	-15%	-17%	1%
COC(=O)c1c[nH]c(=S)n1Cc1ccccc1	1%	0%	-26	25%	-6	-5	0%	-2%	8%
O=[N+]([O-])c1cc(-c2cnc3ccccc3n2)ccc1Cl	-8%	-5%	-10	-12%	2	-10	0%	-5%	1%
COC(=O)C1(c2ccccc2)NC(c2ccc(O)cc2)C2C(=O)N(c3ccc4c(c3)OCO4)C(=O)C21 (stereo not drawn)	8%	-1%	-18	?	-5	-1	0%	2%	4%
O=C(CN1CCc2ccccc2C1)Nc1cc(S(=O)(=O)N2CCOCC2)ccc1N1CCCC1	2%	7%	0	4.1µM*	-46	-19	3%	5%	4%
NC(=O)CC1NC(=O)c2cc([N+](=O)[O-])cc(I)c2OCCC(C(N)=O)NC(=O)[C@@H]2CCCN2C1=O (stereo partly drawn)	?	10%	4	-3%	7	16	9%	3%	-1%
O=C(O)CCC1(C(=O)O)OCCc2ccccc21 (stereo not drawn)	?	-8%	?	0%	-23	10	0%	0%	0%
CCCN1C(=O)/C(=C/c2cc(C)n(C)c2C)SC1=Nc1ccc(OCC)cc1	3%	0%	-2	3%	3	-15	-13%	-1%	-1%
Cc1cccc(OC(C)C(=O)Nc2cc(S(=O)(=O)N3CCCCC3)ccc2C)c1 (stereo not drawn)	9%	0%	-18	/	-30	-11	/	-6%	3%
CC(=O)Cn1ncc(N2CCOCC2)c(Cl)c1=O	-7%	0%	0	-9%	0	-15	2%	-4%	0%
CCCNC(=O)Cn1c(=O)/c(=C\c2ccc(-c3ccc([N+](=O)[O-])cc3)o2)s/c1=C\C(=O)C(C)(C)C	-1%	21%	45	5%	3	31	2%	9%	6%
COc1ccc(CCNC(=O)c2nn(C)c3c2CS(=O)(=O)c2ccccc2-3)c(OC)c1	-4%	-27%	2	-8%	-12	-21	-6%	-18%	-2%
Cc1cccc(CN2CCSCC2)c1	?	7%	14	14%	-3	31	0%	0%	-4%
Cc1ccc(CCNC(=O)C2CCCN(c3ncnc4c3nc3n4CCCCC3)C2)cc1 (stereo not drawn)	-15%	10%	0	?	4	16	-19%	-1%	-1%
C#Cc1cccc(NC(=O)c2ccc(Cl)cc2Cl)c1	-5%	-1%	-15	-19%	-3	-8	-29%	-1%	-13%
Cc1ccc(C(=O)Nc2ccccc2C(=O)NCc2ccco2)cc1	0%	-2%	4	?	-2	-16	3%	4%	5%
CCOC(=O)c1c(NS(=O)(=O)c2cccc(OC)c2)sc2c1CCC2	?	?	-4	?	-1	0	2%	-5%	-1%
Cc1ccc(S(=O)(=O)N2CCOCC2)cc1C(=O)N1CCN(S(=O)(=O)c2cccc(F)c2)CC1	?	9%	0	-10%	-1	18	-1%	-9%	-6%
CCOC(=O)Cc1csc(NC(=O)CCC(=O)O)n1	-4%	11%	-4	-7%	-4	9	-13%	13%	-3%
Cc1ncc([N+](=O)[O-])n1CCOC(=O)c1cc(Cl)cc(Cl)c1N	-2%	-3%	0	-3%	8	15	-14%	-10%	15%
CCOc1ccc(CCNC(=O)CN2CCN(Cc3ccc(Cl)cc3)C2=O)cc1OCC	/	/	/	-31%	-2	/	-27%	/	0%
CCCCN(CCCC)C(=O)c1cn(CC)c2cc(N3CCN(C)CC3)c(F)cc2c1=O	3%	15%	0	8%	-11	1	-4%	7%	4%
Cc1cc(C)n2c(NCc3ccccc3)c(CCc3ccccc3)nc2n1	/	-18%	24	?	5	41	-16%	-12%	10%
Cc1cc(NCCCn2ccnc2)n2nc(-c3ccc(Cl)cc3)cc2n1	-4%	-13%	22	-7%	-6	-65*	-2%	-1%	6%
CCOc1cc(C(C(=O)NCC2CCCO2)N(C(=O)Cn2nnc3ccccc32)c2ccc(NC(C)=O)cc2)ccc1O (stereo not drawn)	1%	13%	1	3%	4	14	18%	11%	-6%
C/C(=N\OCc1ccccc1C#N)c1cc2ccccc2o1	-4%	14%	1	4%	0	?	-10%	1%	5%
COc1ccc(S(=O)(=O)N2CCC(NC(=O)Nc3ccc(C)cc3)CC2)cc1	1%	7%	-28	18µM*	7	13	-8%	-2%	-3%
CCSc1nsc(NC(=O)Nc2ccccc2Cl)n1	18%	-18%	3	?	8	-78*	?	?	18%
CCN(CC)Cc1ccccn1	-3%	0%	5	3%	-1	12	5%	4%	-1%
CCCCN(CC)Cc1ccc(CNC(=O)Nc2ccccc2)o1	-2%	14µM*	-10	0%	-40	-10	5%	1%	0%
Cc1ccc(OCc2cc(C(=O)N3CCC(C(O)C(C)C)CC3)no2)cc1C (stereo not drawn)	-15%	0%	14	?	3	-17	-1%	4%	9%
CCN(CC)S(=O)(=O)c1ccc(C(=O)OCC(=O)N2CCOCC2)cc1	-5%	1%	4	2%	1	16	17%	-6%	4%
Nc1[nH]c(C(=O)c2ccccc2)c(-c2ccc(Cl)c(F)c2)c1C(=O)NCCc1c[nH]c2ccccc12	/	?	18	?	8	-9	?	?	-9%

Compounds were not picked by outcome; overall some 12% were active at least once.
